Bioassay records as filed in PubChem.
PfHsp90 yeast 2: inhibits growth of yeast expressing Plasmodium falciparum Hsp90. AID 504621. inhibition, % at 9.4 µM. 310,000 tested, 0.32% active. S. cerevisiae expressing PfHsp90, BacTiter-Glo ATP, 48 h; yeast lacking PDR1 and PDR3 efflux regulators;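 active = every replicate shows inhibition above about 80%, whatever the replicate mean, limit read from the data; inconclusive = mean inhibition reaches the set limit but some replicate falls short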;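 note: 0% = DMSO neutral controls and 100% = 20 µM radicicol positive controls; yeast relying on Plasmodium falciparum Hsp90 in place of its own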
HTR5A inv ag: inverse agonist of human HTR5A in OPRM1-OPRD1 counter-screen; 340,000 tested, 0.083% active; P47898; inhibition, % at 9.3 µM; HTR5A cell line, luminescence, inverse agonism; in the data active = inhibition mostly above about 23%, no sharp cut-off; inactive = mostly below about 18%;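 note: 0% = cells with DMSO and 100% = no-cell wells with DMSO; some compounds called inactive have numbers as strong as hits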
MOR-DOR inv ag: inverse agonist of human OPRM1-OPRD1 heterodimerization; P35372+P41143; cell-based MOR-DOR heterodimer luminescence, inverse agonism; inhibition, % at 9.3 µM; 340,000 tested, 0.21% active; AID 504357; in the data active = inhibition above about 22%, passing the limit was not always enough;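 note: 0% = cells with DMSO and 100% = wells without cells with DMSO; values of inactives mirror those of a sister screen read the other way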
Target sequence (P35372 whole entry, looked up): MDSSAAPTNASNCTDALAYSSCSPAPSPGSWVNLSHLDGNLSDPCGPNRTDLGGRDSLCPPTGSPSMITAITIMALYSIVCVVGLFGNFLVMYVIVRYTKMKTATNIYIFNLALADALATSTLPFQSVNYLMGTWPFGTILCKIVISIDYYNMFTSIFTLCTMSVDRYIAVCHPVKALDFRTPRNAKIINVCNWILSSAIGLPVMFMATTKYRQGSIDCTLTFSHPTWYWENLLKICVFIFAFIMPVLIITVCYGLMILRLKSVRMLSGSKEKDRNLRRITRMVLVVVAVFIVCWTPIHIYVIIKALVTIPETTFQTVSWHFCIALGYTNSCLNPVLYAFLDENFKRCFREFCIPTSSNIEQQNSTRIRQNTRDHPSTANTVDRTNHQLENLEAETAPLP
Target sequence (P41143 whole entry, looked up): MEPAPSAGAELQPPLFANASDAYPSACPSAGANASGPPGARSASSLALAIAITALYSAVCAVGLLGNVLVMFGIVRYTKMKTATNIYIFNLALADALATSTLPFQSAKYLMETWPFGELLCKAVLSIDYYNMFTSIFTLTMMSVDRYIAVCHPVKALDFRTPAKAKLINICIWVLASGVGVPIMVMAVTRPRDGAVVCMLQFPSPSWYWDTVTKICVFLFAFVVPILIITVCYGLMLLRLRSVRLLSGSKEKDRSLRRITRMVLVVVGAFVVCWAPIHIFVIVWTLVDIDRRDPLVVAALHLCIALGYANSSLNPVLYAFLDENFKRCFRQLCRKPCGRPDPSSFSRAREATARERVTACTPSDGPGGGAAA
Ecoli viability: counter-screen for AddAB inhibitors: E. coli growth inhibition | E. coli V3065 growth, OD600 absorbance, 18 h | inhibition, % at 11.9 µM | AID 449728 | 330,000 tested, 0.27% active;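 active = inhibition above the campaign's mean inhibition across all tested compounds plus 3 SD, cut at about 9.9% in these data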;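 note: uninfected addAB+ strain grown without phage in ampicillin broth; 0% = DMSO wells and 100% = ciprofloxacin 0.95 µg/ml wells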
MOR-DOR ag: agonists of human mu-delta opioid receptor heterodimerization. 340,000 tested, 0.3% active. activation, % at 9.3 µM. cells, OPRM1-OPRD1 heterodimerization, luminescence. P35372+P41143; in the data active = activation above about 18%;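 note: 0% = vehicle-treated cells and 100% = reference agonist; values of inactives mirror those of a sister screen read the other way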
phage Ecoli inh: E. coli growth loss with phage present; 360,000 tested, 0.26% active; AID 651602; growth absorbance; inhibition, % at 11.9 µM; in the data active = inhibition above about 11%
PKA-R2B activ: activates the human PKA-R2B holoenzyme complex; P22694+P31323; PKA-R2B holoenzyme dissociation, Cy5-IP20 fluorescence polarization; R2B truncated from residue 108, S112A mutant; 0% DMSO only, 100% 113 µM cGMP; activation, % at 11.4 µM; 340,000 tested, 0.079% active; AID 504700;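 active = activation above a cutoff set at the mean over all compounds plus 3 SD, cut at about 18% in these data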;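 note: higher means more holoenzyme dissociation and a rise in polarization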
Tat transport: blocks Tat-dependent protein export in E. coli | 340,000 tested, 0.036% active | AID 488895 | inhibition, % at 10 µM | E. coli MC4100 TorA-mCherry Tat export, fluorescence;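 active = mean replicate inhibition at least 50% and at least half of replicates individually reaching 50%; inconclusive = only one of the two criteria met; inactive = neither criterion met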;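 note: exported cargo escapes ClpAP degradation while cytoplasmic cargo is degraded and loses fluorescence; 0% = median of neutral control wells and 100% = median of NaSCN control wells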
Mot1-301 SUMO: blocks SUMOylation pathway, rescuing yeast Mot1-301 growth; 320,000 tested, 1% active; growth rescue, % at 18.8 µM; AID 2716; S. cerevisiae Mot1-301 growth rescue, ATP luminescence, 38.5C; percent above DMSO median, 100 means doubled;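 active = every valid replicate shows activation above 250% relative to neutral control wells; inactive = the rest, any valid replicate at or below 250%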;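 note: OY570 slx delta 5 strain wells were the positive control but not used for scaling; some compounds called inactive have numbers as strong as hits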
PKA-R1A activ: activates the PKA-R1A holoenzyme complex. AID 504707. 340,000 tested, 0.083% active. PKA-R1A dissociation, Cy5-IP20 fluorescence polarization; scaled: DMSO 0%, 113 µM cGMP 100%. activation, % at 11.4 µM;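 active = percent activation above the mean of all tested compounds plus 3 SD, cut at about 19% in these data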;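 note: higher means more PKAc released from R1A so a rise in polarization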
AddAB inh: less growth of phage-infected E. coli with AddAB. 330,000 tested, 0.29% active. inhibition, % at 11.9 µM. E. coli expressing H. pylori AddAB, absorbance growth; in the data active = inhibition above about 12%;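 note: 0% = vehicle wells of infected cells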
* hit, by the source's call; ? = inconclusive; · = not tested or not shown.

SMILES	PfHsp90 yeast 2	HTR5A inv ag	MOR-DOR inv ag	Ecoli viability	MOR-DOR ag	phage Ecoli inh	PKA-R2B activ	Tat transport	Mot1-301 SUMO	PKA-R1A activ	AddAB inh
O=C(CCc1nc2sc3c(c2c(=O)[nH]1)CCCC3)N1CCN(c2ccccc2)CC1	9	20	-2	0.4	0.2	0.3	5	-4	772*	-8	1.2
COC(=O)c1ccccc1NC(=O)CN(C)S(=O)(=O)c1ccc(OC)c(C)c1	·	-54	5	0.3	-0.8	1.9	-14	10	-1	-11	1.8
Cc1ccc(S(=O)(=O)Nc2cc(C(=O)N3CCOCC3)ccc2N2CCCCC2)cc1	-11	-3	11	1.1	-2.1	-1.0	-4	-10	6	-14	1.4
COc1nc(N(C)C)nc(-n2nnc(C(C)=O)c2C)n1	-17	0	6	-1.6	-1.0	-1.9	-8	-9	0	0	0.1
O=C(COC(=O)/C=C/c1cccc(F)c1)NC(=O)NC1CCCC1	-9	-8	-34	-0.3	6.9	4.5	0	-4	23	-4	-0.7
Cc1nn(CC(=O)NNC(=S)Nc2ccccc2)c(C)c1[N+](=O)[O-]	-30	-27	0	0.4	0.0	2.6	3	-6	-2	-1	2.9
Cc1cc(NC(=O)CSc2n[nH]c(=O)[nH]c2=O)ccc1Br	11	18	10	-2.6	-1.9	2.3	6	3	173	-14	3.4
COc1ccc(OCCCC(=O)OC(C)C(=O)Nc2cccc(C(C)=O)c2)cc1 (stereo not drawn)	-5	-12	3	1.9	-0.6	1.8	0	6	4	-7	1.4
CCN(CC(=O)Nc1ccccc1C(F)(F)F)C(=O)CSCc1c(C)noc1C	38	2	10	-0.7	-2.0	4.0	2	4	38	-10	-0.3
CCOCCN1CCN(C2c3ccccc3CSc3ccccc32)CC1 (stereo not drawn)	0	-7	9	0.5	-1.9	1.7	8	0	-12	0	1.3
O=C(/C=C/c1ccccc1)CC(=O)c1ccccc1	-5	7	0	·	0.1	6.3	7	2	·	10	·
Cc1ccccc1-c1nc2c3ccccc3nc(=S)n2[nH]1	-11	-7	2	-4.8	-0.5	2.5	-8	3	10	-7	-3.4
Cc1nn(-c2ccccc2)nc1CNS(C)(=O)=O	3	0	17	-0.5	-3.4	2.9	2	6	-4	3	1.0
CC(=O)Nc1nnc(SCC(=O)NC2CC2)s1	27	13	8	0.5	-1.1	-0.1	11	-4	0	3	3.2
O=C1CCC(C(=O)Nc2ccc(Cl)cc2)N1 (stereo not drawn)	-5	-6	16	0.9	-3.5	0.7	9	4	5	2	2.2
COc1ccccc1C(=O)NC(CCSC)C(=O)N1CCN(C(C)=O)CC1 (stereo not drawn)	-4	8	11	-1.6	-2.7	4.8	1	-15	20	7	-1.4
CCSCCOC(=O)C1=C(C)NC(=O)NC1c1ccccc1 (stereo not drawn)	4	5	14	-0.6	-2.7	3.3	-11	8	-5	-1	-2.0
O=C(NC(=S)Nc1cccc2ncccc12)c1ccco1	-11	-2	3	0.3	-0.5	2.2	-1	-7	347	4	-0.5
COc1ccc(NC(=O)C2CCN(Cc3cnn(-c4ccccc4)c3-n3cccc3)CC2)cc1OC	1	-24	9	1.3	-1.6	-0.4	-1	?	-1	0	2.4
Cc1ccc(S(=O)(=O)N2CCN(C(=O)n3ccnc3)CC2)cc1	-13	-4	14	1.8	-2.7	2.9	-11	-4	-2	-12	0.3
O=C(Cn1nc(-c2ccccc2)nc1-c1ccccc1)OC1CCCCC1	-15	1	-31	1.4	5.4	0.3	-2	2	130	-4	-0.8
C[C@H](CO)N1C[C@H](C)[C@@H](CN(C)Cc2ccc(Cl)c(Cl)c2)Oc2c(NC(=O)C3CCOCC3)cccc2C1=O	-4	-13	9	-3.8	-1.9	1.5	4	5	-7	2	1.9
CC(C)CC(O)(c1ccccc1)C(CN1CCOCC1)c1ccccc1 (stereo not drawn)	0	-6	-41	-0.5	9.2	-3.2	5	2	63	-9	-0.5
O=c1c2cc(F)ccc2sn1-c1ccc(F)cc1	20	-8	19	-0.4	-4.1	·	-3	-6	1	-8	3.3
Cc1csc(NC(=O)c2ccc(C)c([N+](=O)[O-])c2)n1	0	9	2	-0.6	-0.4	1.3	6	-7	8	-8	-3.1
COc1ccc2c(=O)c(C(=O)O)c(-c3ccc4c(c3)OCO4)n(C)c2c1	-3	-3	23	-2.0	-4.3	1.3	-6	-4	-18	9	1.9
Cc1ccc(C(NC(=O)Nc2ccccn2)C(Cl)(Cl)Cl)cc1F (stereo not drawn)	27	-16	-51	2.6	6.2	2.4	3	0	15	1	4.1
CCC1(c2ccccc2)NC(=O)N(CC(=O)NNC(=O)c2ccc(F)cc2)C1=O (stereo not drawn)	·	-27	6	·	-0.9	4.6	-10	1	·	-5	·
CC(C)CN(C(=O)CN1C(=O)NC(c2ccccc2)(c2ccccc2)C1=O)C1CCS(=O)(=O)C1 (stereo not drawn)	·	4	9	-0.5	-2.4	0.6	0	1	-9	-6	0.9
COCCn1c(N)c(C(=O)c2cccc(S(=O)(=O)N3CCCCCC3)c2)c(=O)[nH]c1=O	18	-14	10	-1.2	-2.6	1.2	6	-3	-10	-6	0.9
CC1Sc2ccc(S(=O)(=O)CCC(=O)N3CCCC3)cc2NC1=O (stereo not drawn)	9	12	11	0.9	-2.1	0.9	-3	-2	-16	7	1.2
CCNC(=S)NCc1ccc(OC)c(OC)c1	3	10	8	0.1	-1.6	2.8	-10	-6	·	2	-0.1
COc1ccc(C2=NOC(Cn3nc(-c4ccccc4)cc3C(=O)NCc3cccc(Br)c3)C2)cc1 (stereo not drawn)	-3	-2	12	0.0	-2.1	1.8	-7	-1	12	12	2.0
Cc1ccc(S(=O)(=O)NCCC(=O)NC2CCCCC2)cc1	·	-2	11	-1.4	-2.2	1.9	-3	3	-12	-1	-0.7
COc1cccc(NC(=O)COC(=O)Cc2ccccc2[N+](=O)[O-])c1	3	3	2	-2.2	-0.3	4.9	-9	3	-3	4	3.7
Clc1ccc(SCCCCN2CCOCC2)cc1	21	6	6	2.3	-1.0	-0.2	-2	12	15	-1	0.6
O=C(CSc1nn(-c2ccc(F)cc2)c(=S)s1)NC(=O)NCc1ccco1	9	16	4	-0.2	-0.7	1.8	5	0	1	-12	0.8
COC(=O)c1ccc(OC)c(-c2c(OC)cc(OC)cc2OC)c1	1	10	10	-2.3	-1.9	5.4	-1	-2	11	-6	-2.6
COc1cc(NC(=O)COC(=O)/C=C/c2c(C)nn(C3CCS(=O)(=O)C3)c2Cl)cc(OC)c1OC (stereo not drawn)	3	-22	17	0.4	-4.1	1.4	0	-4	-6	-5	-0.4
COc1ccc(C)cc1S(=O)(=O)N1CCC(C(=O)N2CCN(C)CC2)CC1	4	-4	10	0.7	-2.0	2.1	1	-3	30	-3	1.9
Cc1cnc(NC(=O)C2C(=O)c3ccccc3S(=O)(=O)N2C)s1 (stereo not drawn)	-11	17	12	3.8	-2.2	1.3	-1	3	·	-13	0.5
COc1ccc(/C=C/CN2CCC(Oc3ccc(C(=O)N4CCCCC4)cc3)CC2)cc1	1	-2	9	4.1	-1.7	0.1	-1	5	17	6	3.4
O=C(Cc1ccc(NC(=O)C2CCN(C(=O)C3CCCC3)CC2)cc1)Nc1cccc(C(=O)N2CCCCC2)c1	-4	14	-4	·	0.8	2.9	-7	-4	·	-16	·
Cc1nc2ccccc2c(=O)n1-c1ccc(F)c(NS(=O)(=O)c2ccccc2F)c1	-9	5	5	-0.8	-1.1	2.9	-8	6	-12	-5	2.7
O=C(CN1C(=O)COc2ccccc21)N(CCCN1CCOCC1)CC1CC=CCC1 (stereo not drawn)	-15	5	-3	2.2	0.5	·	-1	3	-14	11	4.3
Cc1ccccc1C(=O)NC(CC(C)C)C(=O)Nc1ccc(S(N)(=O)=O)cc1 (stereo not drawn)	12	-8	9	1.4	-1.7	3.9	-8	-2	·	-1	1.0
c1ccc2[nH]c(N3CCOCC3)nc2c1	11	9	3	-0.1	-0.5	3.6	4	-6	-8	9	-2.1
COCCOc1ccc(C(F)(F)F)cc1NC(=O)COC(=O)c1cc([N+](=O)[O-])ccc1N1CCOCC1	-75	24	1	0.4	-0.4	-1.3	6	-1	249	-10	0.8
Cc1cc(NC(=O)Nc2cccc(Cl)c2)n(-c2ccccc2)n1	3	-7	8	0.2	-1.4	2.1	9	-16	11	-1	0.0
Cc1cc[n+]2c3c(cccc13)CCC2	-8	8	-4	-2.5	0.7	1.7	-2	-3	-2	4	0.9
Cc1ccc(S(=O)(=O)N2CCN(C(=O)C3CCN(C(=O)c4ccc(F)cc4)CC3)CC2)c(C)c1	-7	-7	5	0.1	-1.0	5.2	-3	-5	-2	-10	1.4
CCn1c(O)c(N=NC(=O)c2cccs2)c2ccccc21	-1	18	5	-4.3	-1.1	2.9	-6	3	-16	-3	-6.8
C/C(=N/NC(=O)CNC(=O)Cc1ccccc1)c1ccco1	8	2	12	-1.3	-1.9	5.4	15	-5	0	-10	-0.8
O=C(CNC(=O)c1ccc2c(c1)OCO2)Nc1cccc(Br)c1	-14	0	19	-0.5	-5.2	4.3	-9	11	8	-4	1.6
O=C(c1ccco1)N1CCN(c2nc3ccccc3n3nnnc23)CC1	-8	10	11	-0.4	-2.6	2.6	10	-12	-5	-7	0.9
Nc1nc2n(n1)C(c1cccs1)CC(c1ccc(F)cc1)N2 (stereo not drawn)	-2	5	24	-0.4	-4.8	-0.6	3	-10	13	-4	0.0
O=C(NNC(=O)c1ccccc1OCc1ccc(F)cc1)c1ccccc1O	6	-15	9	·	-1.8	2.2	-9	-4	20	-6	·
N/C(=N\O)c1ccc(NC(=O)c2cccs2)cc1	19	-6	6	-3.6	-0.9	0.3	10	1	-21	4	2.5
CC(=O)c1ccc(OC(=O)c2ccc(-n3nc(C)cc3C)cc2)cc1	4	-6	4	0.0	-0.8	2.1	7	-5	2	-2	-0.2
COc1ccc(Nc2ncnc3c2cnn3Cc2ccccc2)cc1	13	11	19	0.7	-4.2	3.0	7	-6	8	-2	3.2
COc1ccc(NC(=O)C2(N(C(=O)Cn3nnnc3N)c3ccc(OC)cc3)CCCCC2)cc1	-14	3	6	-0.7	-1.2	1.1	4	-3	-5	1	0.1
O=C(NCc1ccc(Cl)cc1)C(=O)c1cn(CC(=O)N2CCOCC2)c2ccccc12	-11	-12	20	-2.0	-3.9	0.0	1	-4	-12	-2	3.5
